DENV2 CPE: inhibitors of DENV2 cytopathic effect, primary screen, cell-based, plate reader, single concentration; DENV2-infected cells, cytopathic effect rescue; 350,000 tested, 1.7% active; CPE inhibition, % at 9.99 µM; in the data active means CPE inhibition above about 20%, passing the limit was not always enough; inconclusive means no clear call, values can overlap the other calls; tested in BHK-21 cells;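 further: 0% = median of neutral control wells and 100% = median of positive control wells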
ARNT-TACC3 inh: disruptors of ARNT/TACC3 protein interaction, primary screen, biochemical, AlphaScreen, single concentration | AID 623870, 2012 | inhibition, % at 9.99 µM | 390,000 tested, 0.66% active | AlphaScreen His-ARNT PAS-B/GST-TACC3 binding, luminescence; TACC3 fragment carries E629A point mutation;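 active means mean inhibition of replicates at least 50% and at least half of replicates each reaching 50%; inconclusive means half or more replicates reach 50% but mean below 50%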;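 further: 0% = complete ARNT plus TACC3 wells and 100% = ARNT alone without TACC3; many hits fall short of the cut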
PAX8 inh HTS: inhibitors of PAX8-driven TPO luciferase reporter, primary screen, RMG-I cells, single concentration; 360,000 tested, 1.2% active; inhibition, % at 12.6 µM; SteadyGlo, 24 h; AID 652154, 2013;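 active means mean replicate inhibition at least 60% with every replicate also reaching 60%; inconclusive means only one of the two criteria is met; inactive means mean below 60% and not all replicates reaching 60%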;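 further: luciferase light reporting Pax8 driven TPO promoter activity; plate controls were median of neutral control wells for no effect and mitoxantrone controls for full effect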
LGR2 antag: inhibitors of bursicon-induced LGR2 CRE-luciferase signal, primary screen, cell-based, HEK293, CRE-luciferase reporter, bursicon stimulation; inhibition, % at 9.99 µM; 380,000 tested, 0.35% active; Drosophila bursicon receptor LGR2 (rickets); bursicon-stimulated, 4 h;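 active means drop in luminescence signal, shown as inhibition above about 50% in the replicate tests, limit read from the data, passing the limit was not always enough; inconclusive means probably only some replicates passing the limit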;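 further: agonist challenge used bursicon conditioned medium at about half maximal strength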
Casp6 inh: human caspase-6 inhibitors, primary screen, biochemical, VEID-R110 fluorescence, single point, set 2; P55212; purified caspase-6, Z-VEID-R110 cleavage fluorescence; inhibition, % at 12.5 µM; 350,000 tested, 0.53% active; AID 686996, 2013;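 active means mean inhibition across replicates at least about 35%, with every replicate also reaching that limit, limit read from the data; inconclusive means only one of the two criteria met; inactive means neither criterion met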;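 further: 0% = median of neutral control wells and 100% = no fluorescence left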
Target sequence (P55212 24-179 limits assumed): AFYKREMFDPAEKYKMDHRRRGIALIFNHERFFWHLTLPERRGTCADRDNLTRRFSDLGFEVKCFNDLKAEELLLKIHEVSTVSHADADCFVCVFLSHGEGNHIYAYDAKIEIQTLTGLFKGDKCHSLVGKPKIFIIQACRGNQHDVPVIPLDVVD
Target sequence (P55212 194-293 limits assumed): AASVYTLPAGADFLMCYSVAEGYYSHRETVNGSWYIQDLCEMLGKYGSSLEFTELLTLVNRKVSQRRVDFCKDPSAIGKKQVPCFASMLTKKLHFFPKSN
SIRT5 inh: SIRT5 desuccinylase inhibitors, primary screen, biochemical, fluorescence imaging, single point, set 5 | NAD-dependent protein deacylase sirtuin-5, mitochondrial (Homo sapiens), Q9NXA8 | Purified SirT5, succinyl-peptide AMC, trypsin-coupled fluorescence | inhibition, % at 15 µM | 330,000 tested, 1.1% active; in the data active means inhibition above about 15%; inconclusive means no clear call, values can overlap the other calls
Target sequence (Q9NXA8 whole entry, looked up): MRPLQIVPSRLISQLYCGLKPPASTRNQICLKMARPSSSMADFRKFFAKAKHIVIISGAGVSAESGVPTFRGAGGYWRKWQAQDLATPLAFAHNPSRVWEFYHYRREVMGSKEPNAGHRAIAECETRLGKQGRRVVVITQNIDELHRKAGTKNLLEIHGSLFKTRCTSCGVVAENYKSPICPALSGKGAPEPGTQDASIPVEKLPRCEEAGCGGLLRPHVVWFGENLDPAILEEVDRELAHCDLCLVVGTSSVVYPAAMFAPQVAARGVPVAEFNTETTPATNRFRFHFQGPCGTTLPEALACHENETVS
EWS-Fli block: EWS/Fli-driven NR0B1 reporter inhibitors, primary screen, A673 cells, NR0B1 luciferase, luminescence, MLPCN library; viability-normalised; inhibition, % at 12.6 µM; 350,000 tested, 0.67% active;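 active means mean inhibition of at least 50% after viability correction, with every replicate also passing that limit; inconclusive means mean reaches 50% but only one of two replicates passes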;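 further: firefly luciferase signal divided by Alamar Blue viability fluorescence both relative to DMSO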
Starred values were filed as active, the others as inactive; ? = inconclusive; nt = not tested or not shown.

SMILES	DENV2 CPE	ARNT-TACC3 inh	PAX8 inh HTS	LGR2 antag	Casp6 inh	SIRT5 inh	EWS-Fli block
Cc1cc(=O)oc(C)c1C(=O)Nc1cccnc1Cl	10	-6	9	-3	0	-2	1
COC(=O)CN1C(=S)N(C)C(=O)/C1=C/c1cccs1	1	nt	-9	7	3	0	6
COc1ccc(/C=C/C(=O)O)cc1S(=O)(=O)N1CCC(Cc2ccccc2)CC1	-5	0	2	14	13	2	8
O=C(C1CCOCC1)N1CC(=O)N2[C@H](CO)[C@@H](c3ccc(C#CC4CCCC4)cc3)[C@@H]2C1	-11	nt	nt	7	1	0	-1
COCCNC(=O)COc1coc(CN2CCN(Cc3ccccc3)CC2)cc1=O	-2	-1	1	-9	3	-2	nt
CC(C)OC(=O)c1ccc2ccc(-c3ccccc3)nc2c1	?	nt	-221	-85	-1	-3	-87
CCN(CC)C(=O)c1[nH]cnc1C(=O)N[C@@H](CCCCNC(=O)OC(C)(C)C)C(=O)OC(C)(C)C	2	14	20	-7	-3	-3	0
CC[C@@]1(C(=O)OC)N[C@H](CN(C)C(=O)NC(C)C)[C@@H]2C(=O)N(Cc3ccccc3)C(=O)[C@@H]21	7	-2	30	18	15	-2	-7
O=C(c1ccncc1)N1CC(=O)N2[C@H](CO)[C@H](c3ccc(-c4cccnc4)cc3)[C@H]2C1	0	nt	7	-9	0	0	1
Cc1cc(NC(=O)C2CC2)ncc1NC(=O)c1ccccn1	-2	1	-102	-40	1	8	-55

Ordered by value in DENV2 CPE (ascending): some entries from above
| SMILES | DENV2 CPE |
| --- | --- |
| O=C(C1CCOCC1)N1CC(=O)N2[C@H](CO)[C@@H](c3ccc(C#CC4CCCC4)cc3)[C@@H]2C1 | -11 |
| Cc1cc(NC(=O)C2CC2)ncc1NC(=O)c1ccccn1 | -2 |
| CC[C@@]1(C(=O)OC)N[C@H](CN(C)C(=O)NC(C)C)[C@@H]2C(=O)N(Cc3ccccc3)C(=O)[C@@H]21 | 7 |
| Cc1cc(=O)oc(C)c1C(=O)Nc1cccnc1Cl | 10 |

Remaining list, next part:
SMILES	DENV2 CPE	ARNT-TACC3 inh	PAX8 inh HTS	LGR2 antag	Casp6 inh	SIRT5 inh	EWS-Fli block
Cc1ccc(CCC(=O)Nc2nccs2)o1	nt	2	nt	-6	9	-3	-17
Cc1cccc2cc(C#N)c(NCc3ccccc3)nc12	-5	-13	26	26	-4	-6	13
CCCCc1cn(C[C@H]2CC[C@@H]([C@@H]3CC[C@H](Cn4cc(CCCC)nn4)O3)O2)nn1	-2	-3	12	9	-6	3	-1
CN1CCN(CCCNC(=O)c2ccc3c(c2)N(Cc2ccccc2)CCS3)CC1	-10	nt	-11	-9	-9	nt	-6
COC(=O)c1ccccc1NC(=S)NC(=O)C1CC1	-5	1	nt	9	nt	0	2
COc1ccc(OC)c(CN2CCN(S(=O)(=O)c3ccccc3)CC2)c1	6	1	7	-6	1	-4	-9
Cc1cc(Cl)c2oc(C(=O)N3CCN(c4cnccn4)CC3)c(C)c2c1	4	nt	-14	-40	2	1	-52
COc1ccc(-c2ccc3n(c2=O)C[C@H]2[C@H](CO)[C@@H](C(=O)NCC4CC4)N(C(=O)NC(C)C)[C@@H]32)cc1	6	-2	1	0	3	-73	-1
COc1ccc(N2CC(C(=O)N[C@H](C(=O)NC(C)c3ccccc3)C(C)C)CC2=O)cc1 (stereo not given in full)	0	6	10	2	2	-2	-2
CCOC(=O)C1CCCN(C(=O)c2ccccc2NS(=O)(=O)c2ccc(F)cc2)C1 (stereo not given)	11	-4	nt	-12	2	-1	-15
CCCCC(O)(CCCC)C(=O)NN(C(=O)c1cccnc1Cl)c1ccccc1	-2	-1	-2	-3	0	-2	2
O=C(C1CCN(S(=O)(=O)c2cccc3nsnc23)CC1)N1CCCCC1	4	1	5	6	2	-4	nt
COc1ccc(S(=O)(=O)N2CCNC(=O)C2)cc1Br	3	-1	-10	-9	0	1	0
Cc1cc(Nc2cc(F)ccc2C)n2ncnc2n1	-8	7	13	-2	1	1	4
Cc1c(Cl)cccc1NS(=O)(=O)c1ccccc1	3	-3	10	13	0	1	-4
CC(NC(=O)c1cccnc1)C(c1cccs1)N1CCOCC1 (stereo not given)	nt	23	nt	-3	1	0	7
Cc1ccc(S(=O)(=O)Nc2ccc3c(c2)C(=O)N([C@H](C)CO)C[C@H](C)[C@@H](CN(C)Cc2ccc(C(=O)O)cc2)OCCCC[C@@H](C)O3)cc1	-5	-8	-34	-12	-2	-2	-23
CCOc1ccc(CN2CCN(CCCc3ccccc3)C(CCO)C2)cc1 (stereo not given)	5	2	28	7	3	3	0
COc1ccccc1NC(=O)C(=O)NCc1ccncc1	-1	nt	6	13	1	-2	-12
COC(=O)C1=C(C(=O)OC)SC(=C2C(=S)C(C)(C)N(C(=O)CC(C)C)c3ccccc32)S1	2	11	nt	nt	2	0	-3
CC(=O)c1ccc(NC(=O)CSc2nc3[nH]ncc3c(=O)[nH]2)cc1	1	-4	-3	-4	2	12	-5
Cc1ccc(-c2nnc(N3CCC(C)CC3)c3ccccc23)cc1C	1	1	35	1	2	-1	21
O=C(CNS(=O)(=O)c1ccccc1)N/N=C\c1ccc(Cl)cc1	nt	0	1	-21	nt	nt	nt
CCc1ccc(CNC(=O)c2ccc(NC(=O)C3=CSCCO3)cc2)cc1	2	0	-19	-1	0	-2	nt
COc1ccc2[nH]c(C(=O)N/N=C/c3ccc(OC)c(O)c3)cc2c1	-3	-2	35	-15	5	2	-3
C[C@H](CO)N1C[C@H](C)[C@@H](CN(C)C(=O)C2CCOCC2)Oc2ncc(-c3ccccc3F)cc2C1=O	1	4	-6	-21	-3	1	4
CSc1nc(-c2ccc(Cl)cc2)nc(N)c1C#N	?	nt	-5	nt	-4	-2	30
Cn1cc([N+](=O)[O-])cc1-c1nc2ccccc2n1C	-4	0	-3	-14	-1	1	2
C[C@@H]1CN([C@H](C)CO)C(=O)Cc2cc(NC(=O)Nc3ccc(C(F)(F)F)cc3)ccc2O[C@H]1CN(C)C(=O)Nc1ccccc1	-11	-3	23	5	0	5	1
Cn1c(NC(=O)Cc2cccs2)cc(=O)n(C)c1=O	2	8	-5	-8	-3	-4	-10
Cc1ccc(C(=O)N/C(=C/c2ccc(-c3ccc(Br)cc3)o2)C(=O)NC2CCS(=O)(=O)C2)cc1 (stereo not given)	-6	-3	27	-16	-2	-3	2
S=C1NCCC12C(=S)Nc1ccccc12 (stereo not given)	7	-37	nt	nt	0	0	-10
O=C(Nc1cccnc1)c1cc(S(=O)(=O)N2CCOCC2)ccc1Br	8	-2	-59	6	-1	2	3
CCCNC(=O)N1[C@@H]2Cn3c(ccc(-c4ccccc4OC)c3=O)[C@H]1[C@@H](C(=O)NCC)[C@@H]2CO	1	2	-4	2	1	-25	-23
O=C(NC1CCCCC1)c1ccc(-n2cnnn2)cc1	2	-5	8	5	0	nt	-2
CCOc1cc(C2NN=C(c3ccc(C)cc3)S2)ccc1O (stereo not given)	nt	4	-194	20	nt	nt	nt
Cc1nn2c(NCc3ccccn3)c3c(nc2c1-c1ccccc1)CCC3	-14	nt	33	2	-2	-2	28
O=C(C[C@H]1C[C@H]2c3cc(NS(=O)(=O)c4ccccc4)ccc3O[C@H]2[C@@H](CO)O1)NCC(F)(F)F	15	-10	-1	-36	3	1	-6
Cc1nnc(N2C(=O)C(=O)/C(=C(/O)c3ccc4c(c3)OCCO4)C2c2ccc([N+](=O)[O-])cc2)s1 (stereo not given)	-4	2	-32	-14	15	5	nt
CCn1cc(S(=O)(=O)CC(=O)N2CCc3ccccc32)c2ccccc21	?	-3	13	13	0	-1	-8
CC1CCCC(C)N1C(=O)C1CCCCC1 (stereo not given)	7	-4	5	nt	59*	-1	5
COc1ccc(CNC(=O)C2CCCN(S(=O)(=O)c3c(C)nn(C)c3C)C2)cc1 (stereo not given)	-15	nt	0	10	-1	nt	7
CCCNC(=O)C[C@H]1C[C@H]2c3cc(NS(=O)(=O)c4cccc(OC)c4)ccc3O[C@H]2[C@H](CO)O1	-1	-5	nt	-14	-1	-5	2
CCc1nnc(SCC(=O)Nc2ccc3c(c2)OCO3)n1CC	-6	-5	-6	-4	4	-1	0
Cc1ccc(S(=O)(=O)N[C@H](C(=O)N2CCC(C(=O)N[C@@H](CC(=O)O)C(=O)O)CC2)C(C)C)cc1	-2	-11	nt	35	-7	2	-89
CC(C)c1ccc(NC(=O)CSc2nc3ccccc3nc2N2CCCC2)cc1	-8	2	3	-29	-4	-2	18
C[C@@H]1CN([C@H](C)CO)C(=O)CCCn2cc(nn2)CO[C@H]1CN(C)Cc1ccc(C(=O)Nc2ccccc2N)cc1	-5	7	6	-10	0	-1	16
Clc1ccc(Cn2ccc3ccccc32)cn1	1	-10	-2	10	0	2	12
CCS(=O)(=O)Nc1ccc2c(c1)C(=O)N(C)C[C@H](OC)[C@H](C)CN[C@@H](C)CO2	-3	-4	-8	-4	-6	-6	-5
Cc1cc(Br)cc(C)c1NC(=O)c1ccc(C#N)cc1F	-1	-11	13	2	nt	-1	13
Continued:
SMILES	DENV2 CPE	ARNT-TACC3 inh	PAX8 inh HTS	LGR2 antag	Casp6 inh	SIRT5 inh	EWS-Fli block
Cc1ccc(Cl)c(OCC(=O)NN2CCN(C)CC2)c1	-1	-5	13	8	0	4	-8
C[C@H]1CN([C@@H](C)CO)C(=O)Cc2cc(NC(=O)C3CCCCC3)ccc2O[C@H]1CN(C)C	14	-4	-13	0	1	4	0
COc1ccc(N2CCOCC2)c(NC(=O)c2cccc3ccccc23)c1	-9	-4	37	4	-1	7	-23
COc1ccc2nc(SCC(=O)Nc3ccccc3)[nH]c2c1	5	-1	-7	-11	2	-1	-4
Cn1c(=O)c2c(SCC(=O)N3CCCC3)nc(CC(C)(C)C)nc2n(C)c1=O	3	-16	-3	0	6	-7	1
O=C(NC(=S)N1CCCC(C(F)(F)F)C1)c1ccc(F)cc1 (stereo not given)	7	0	2	18	nt	-2	22
COc1ccc(Cl)cc1S(=O)(=O)N(C)CC(=O)N1CCOCC1	?	-12	-5	-7	-6	-3	-14
COc1ccc(OCC(=O)Nc2ccc(S(=O)(=O)N3CCN(C)CC3)cc2)cc1	nt	nt	-3	10	21	11	7
Cc1ccc(NCc2nnc(SCC(=O)c3ccc4c(c3)OCCO4)o2)c(C)c1	-7	2	nt	7	-4	7	10
O=C(NC(=S)N1CCN(c2ccccc2)CC1)c1ccco1	?	nt	6	-2	1	0	26
COc1cccc(CN(C)CC(=O)Nc2sc3c(c2C#N)CCC3)c1OC	-4	-2	-6	11	-4	3	3
O=C(CSc1nnc(NC(=O)C2CC2)s1)NCc1ccccc1Cl	3	-2	7	2	0	-1	9
CC(C)NC(=O)N[C@H]1CC[C@@H](CC(=O)NC2Cc3ccccc3C2)O[C@H]1CO	-2	5	-15	5	-2	-3	1
CC(C)Cc1nnc(NC(=O)CN2C(=O)NC3(CC(C)CC(C)(C)C3)C2=O)s1 (stereo not given)	-1	-1	15	17	2	1	0
NS(=O)(=O)c1cccc(NC(=O)CSc2nnc(C3CC3)n2Cc2ccccc2)c1	?	5	21	4	7	-2	-5
C[C@@H]1CN([C@H](C)CO)S(=O)(=O)c2ccc(-c3cccnc3)cc2O[C@H]1CN(C)C	12	3	nt	-1	-2	-4	-9
C[C@H](CO)N1C[C@H](C)[C@H](CN(C)S(=O)(=O)c2ccccc2)Oc2c(NC(=O)c3ccncc3)cccc2C1=O	7	-7	-16	-4	-1	-1	4
Cc1occc1C(=O)N1CCN(c2ccc(Cl)cc2)CC1	16	1	-1	-2	-4	-2	-1
CO[C@H]1CN(C)C(=O)c2ccc(NS(=O)(=O)c3ccccc3)cc2OC[C@@H](C)NC[C@@H]1C	0	-8	nt	14	nt	-2	0

Bioassay records from PubChem BioAssay.

Rows are unselected. Share with any hit: about 4.9%.
